# TbPYK inhibitor: T. brucei pyruvate kinase inhibition. Q57TT1. TbPYK enzyme, Kinase-Glo Plus ATP luminescence, 45 min. Potency, µM (doses to about 76.8 µM), without a hit: at the top dose activity, negative = inhibition, hits mostly inhibitors. 410,000 compounds, 0.12% hits; also: potency is read from the fitted curve at half-maximal effect; nearly all actives have a fitted effect of over 50% in size
#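 Enzyme and substrate buffer are dispensed first and compound is pin-transferred. ADP at 130 uM final then starts the reaction, which runs 45 min at room temperature. Detection reagent is added for 10 min before luminescence is imaged.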
# AMA1 RON2 block: AMA1-RON2 (P. falciparum) interaction inhibition; AlphaScreen AMA1-biotinylated RON2 peptide binding; Potency, µM (top dose mostly 58.2 µM), without a hit: at the highest dose activity change, negative = inhibition, usual class: inhibitors; 360,000 compounds, 0.2% hits;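 also: potency is read from the fitted curve at half-maximal effect; 0% = vehicle wells and -100% = peptide control; nearly all actives have a fitted effect of over 45% in size; some results filed as inactive show a strong effect at the top dose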
#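 AMA1 (3D7) with his tag at 25 nM final met compounds first, then biotinylated RON2 peptide at 25 nM; detection used donor plus acceptor beads, 10 µg/mL apiece, read by AlphaScreen after 30 min at room temperature.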
# HCMV inh: inhibitors of human cytomegalovirus. AID 1259415. 410,000 compounds, 4.5% hits. HFF cells, HCMV-luciferase reporter, 72 h; stronger effect = lower value. activity change, negative = inhibition, % at 57.5 µM; in the data active = activity change below about -60%; inconclusive = no clear call, values can overlap the other calls; inactive = above about -39%
#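 Two-dose cell screen: HFF monolayers treated with compounds and infected with luciferase-expressing HCMV at 1 PFU/cell, 72 h at 37C, then lysed for luciferase measurement.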
# AmpC no deterg: AmpC beta-lactamase inhibition without detergent. P00811. AmpC nitrocefin hydrolysis, absorbance 480 nm, 0.0001% Triton. Potency, µM (series often up to 57.1 µM), for inactives: at the highest dose activity change, negative = inhibition, actives largely listed as inhibitors. 330,000 compounds, 0.52% hits;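 also: potency is read from the fitted curve at half-maximal effect; plate controls were no compound for no effect and no enzyme for full effect; nearly all actives have a fitted effect of over 20% in size; some results filed as inactive show a strong effect at the top dose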
# Target sequence (P00811 whole entry, looked up): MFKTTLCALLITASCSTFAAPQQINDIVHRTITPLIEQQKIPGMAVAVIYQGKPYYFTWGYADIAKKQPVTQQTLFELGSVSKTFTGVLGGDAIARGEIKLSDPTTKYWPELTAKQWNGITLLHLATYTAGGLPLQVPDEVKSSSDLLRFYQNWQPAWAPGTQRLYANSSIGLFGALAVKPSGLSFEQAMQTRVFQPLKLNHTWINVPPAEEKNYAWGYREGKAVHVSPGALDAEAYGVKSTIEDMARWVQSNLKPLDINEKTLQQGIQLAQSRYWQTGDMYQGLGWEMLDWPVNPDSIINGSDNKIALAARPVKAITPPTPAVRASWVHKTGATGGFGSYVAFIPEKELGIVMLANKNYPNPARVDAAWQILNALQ
#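 20 mM phosphate pH 7.0 + 0.01% (detergent screen) or 0.0001% Triton X-100; 5.3 nM AmpC reagent; cpd preinc 15 min RT; nitrocefin (800 uM stock) to start; A480 q20 s × 4 min; Activity was normalised to no-enzyme and no-compound control wells.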
# AmpC detergent: AmpC beta-lactamase inhibition with detergent present. AmpC hydrolysis of nitrocefin, absorbance 480 nm, 0.01% Triton. AID 485294. 370,000 compounds, 0.041% hits. Potency, µM (doses to about 114 µM), without a hit: at the highest dose activity change, negative = inhibition, usual class: inhibitors. P00811;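 also: potency is read from the fitted curve at half-maximal effect; 0% = no-compound wells and -100% = no-enzyme wells; nearly all actives have a fitted effect of over 25% in size; some results filed as inactive show a strong effect at the top dose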
#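 AmpC (5.3 nM in the dispensed reagent) in 20 mM phosphate pH 7.0 with 0.01% (detergent screen) or 0.0001% Triton X-100 was preincubated with compounds for 15 min at room temperature. Nitrocefin was then added from an 800 uM solution, and hydrolysis was followed at 480 nm.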
# LmPK inhibitor: LmPK (Leishmania mexicana) enzyme inhibition. Potency, µM (highest dose often 57.5 µM), for inactives: at the highest dose activity change, negative = inhibition, actives largely listed as inhibitors. 290,000 compounds, 0.37% hits. Q27686. purified LmPK, Kinase-Glo ATP luminescence, 1 h; also: potency is read from the fitted curve at half-maximal effect
# Target sequence (Q27686 whole entry, looked up): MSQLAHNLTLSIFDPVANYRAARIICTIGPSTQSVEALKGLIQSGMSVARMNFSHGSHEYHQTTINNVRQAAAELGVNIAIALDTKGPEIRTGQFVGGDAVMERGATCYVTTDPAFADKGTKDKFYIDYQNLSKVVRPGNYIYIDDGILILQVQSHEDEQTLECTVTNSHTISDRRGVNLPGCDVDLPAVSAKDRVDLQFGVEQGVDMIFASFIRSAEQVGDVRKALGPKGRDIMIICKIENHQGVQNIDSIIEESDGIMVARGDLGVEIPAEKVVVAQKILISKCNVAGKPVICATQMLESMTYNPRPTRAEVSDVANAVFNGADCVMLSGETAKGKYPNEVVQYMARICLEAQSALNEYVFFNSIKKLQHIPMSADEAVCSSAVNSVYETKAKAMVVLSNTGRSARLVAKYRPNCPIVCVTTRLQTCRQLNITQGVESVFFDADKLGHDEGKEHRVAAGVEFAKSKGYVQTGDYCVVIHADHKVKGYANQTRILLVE
#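 qHTS format; LmPK 0.1 nM; substrates PEP 0.5 mM and ADP 0.1 mM. One-hour room-temperature incubation, then coupled luciferase luminescence; 0.5 nM enzyme wells mark activation.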
# HCV inhibitor: inhibitors of hepatitis C virus infection; AID 651820; 340,000 compounds, 3.4% hits; Potency, µM (highest dose often 41.8 µM), for inactives: top-dose activity change, negative = inhibition, hits mostly inhibitors; Huh7.5.1 HCVcc-Cre infection, luciferase reporter, 44 h; also: potency is read from the fitted curve at half-maximal effect
#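 Reporter virus HCVcc-Cre (~0.5 moi) infects cells exposed to compound; seeding density 1,000 cells/well with 4 h settling beforehand. Luminescence, 15 sec read, taken 44 h post-infection following a 15 min RT substrate incubation.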
# Starred values were filed as active, the others as inactive; ? = inconclusive; . = no result given; [ ] = dose if it differs, or a comment. Unless noted, calls follow the shape of the dose curve; as a rule, active = well fitted curve in the direction sought with a large enough effect; inconclusive = small, poorly fitted or top-dose-only effect, or another doubt; inactive = no such curve, though single readings can be large; an effect the other way counts as inactive or inconclusive. Unless noted, % is scaled to controls: 0 for no effect and ±100 for the full control effect.
SMILES	TbPYK inhibitor	AMA1 RON2 block	HCMV inh	AmpC no deterg	AmpC detergent	LmPK inhibitor	HCV inhibitor
CCOc1ccc(NC(=O)CC2S/C(=N/N=C3CCCCCC3)NC2=O)cc1 (stereo not drawn)	2%	135%[activator]	10	11%	1%	-5%	10%
CSCCC(C(=O)Nc1c(C)cccc1C)N1CCN(C/C=C/c2ccccc2)CC1 (stereo not drawn)	1%	-22%	24	.	.	.	.
CCCCOc1ccc(NC(=O)C2OC3OC(C)(C)OC3C3OC(C)(C)OC23)cc1 (stereo not drawn)	-2%	-1%	3	-12%	-7%	-4%	1%
O=C(CCCC(=O)NCc1ccc(F)cc1)NCc1ccc(F)cc1	-8%	-9%	-29	1%	?	-1%	10%
COc1ccc(C(=O)CCN2CCCC(C)C2)cc1 (stereo not drawn)	-1%	-8%	-28	3%	-3%	1%	27%
Cc1cc(=O)n(C)c(=O)n1CC(=O)N1CCCCCC1	1%	4%	33	2%	6%	-2%	20%
Cc1nc(-c2ccccc2)sc1-c1nc(-c2ccccc2)ncc1S(=O)(=O)c1ccccc1	2%	43%[activator]	34	-18%	-10%	2%	10%
Cc1cc([N+](=O)[O-])nn1CC(=O)N/N=C/c1ccccc1F	3%	5%	-8	-8%	-18%	2%	6%
CCC(C)NC(=O)c1ccccc1NC(=O)C1CCN(S(=O)(=O)Cc2ccccc2)CC1 (stereo not drawn)	-3%	.	5	.	-7%	.	.
CCCCN=C1NC(=O)C(CC(=O)NCCc2ccc(OC)cc2)S1 (stereo not drawn)	-13%	-5%	19	-5%	-14%	1%	5%
Cc1ccc(C(=O)CSc2nnc(-c3cccnc3)n2N)cc1	-17%	16%	-22	-10%	0%	-2%	4%
CCCCCC(=O)NC(=S)Nc1cccc(C(C)=O)c1	0%	1%	-23	-42%	4%	1%	-6%
CC(C)c1ccc(NC(=S)NC2CC3C=CC2C3)cc1 (stereo not drawn)	-2%	99%[activator]	80	-43%	4%	8%	1%
COC(=O)c1ccccc1S(=O)(=O)N(Cc1cc2cc3c(cc2[nH]c1=O)OCO3)C1CCCCC1	.	.	.	-22%	-11%	-1%	-14%
CCOC(=O)CC(NC(=O)Cn1nnc(-c2ccc(C(F)(F)F)cc2)n1)c1ccc(C)cc1 (stereo not drawn)	4%	.	-10	.	-3%	.	.
Cc1ccc(OC(C)C(=O)Nc2ccccc2C(=O)N2CCN(C)CC2)cc1 (stereo not drawn)	-5%	-15%	-6	-7%	4%	-1%	1%
COc1ccc(-c2noc(CSc3nnc(Cc4ccccc4)n3-c3ccccc3)n2)cc1OC	3%	.	-21	.	-2%	.	.
C=CCNC(=O)N1CCCC(C(=O)c2cccc(Cl)c2)C1 (stereo not drawn)	-3%	-1%	30	-10%	1%	6%	6%
O=C(NC(=S)NCc1ccco1)c1cccc(Cl)c1	.	.	-15	-41%	-1%	-10%	.
Cc1cc(Br)ccc1NC(=S)NCCc1ccccc1	-4%	49%[activator]	-66*	-48%	0%	0%	-3%
C[C@@H]1CCCCO[C@H](CN(C)Cc2ccc3c(c2)OCO3)[C@H](C)CN([C@@H](C)CO)C(=O)c2cc(NC(=O)c3ccccc3)ccc2O1	-3%	15%	3	.	.	.	.
CCOCCCNC(=O)c1ccc2c(c1)ncn2-c1cccc(C)c1	-7%	-3%	-33	31%	1%	-1%	?
Cc1cccc(OC(=O)n2c(=S)oc3cc(Cl)ccc32)c1	-27%	29%	-33	-17%	-3%	-6%	6%
CCOC(=O)c1c(C)c(C(=O)O)n(C)c1C	10%	8%	17	-9%	?	-3%	9%
CC(C)c1ccc(Cc2cn3cc(-c4cc5ccccc5oc4=O)nc3s2)cc1	-8%	.	-78*	.	21%	.	.
CC(C)c1cc(N=O)cc(C(C)C)c1O	-18%	-12%	?	.	.	.	15%
C[C@H](CO)N1C[C@H](C)[C@@H](CN(C)C(=O)Nc2ccccc2)Oc2c(NC(=O)NC3CCCCC3)cccc2C1=O	-3%	9%	-18	204%[activator]	.	.	1%
CCCCc1nc2ccccc2c(=O)n1-c1ccccc1[N+](=O)[O-]	5%	-3%	-15	-11%	-4%	1%	-10%
CC(=O)Nc1nc(-c2cc([N+](=O)[O-])cs2)cs1	-9%	-2%	-22	-44%	1%	-1%	-2%
c1ccc2c(c1)nnn2Cn1nnc2ccccc21	-1%	-13%	-63*	.	.	.	.
N#Cc1ccccc1NC(=O)CNc1cc(S(=O)(=O)N2CCOCC2)ccc1NCC1CCCO1 (stereo not drawn)	-6%	10%	19	-3%	0%	.	1%
COc1ccc(CNC(=O)C2CC(c3ccc(OC)cc3)=NO2)cc1 (stereo not drawn)	-3%	1%	-21	-11%	-3%	-6%	.
Cc1ccc(C(=O)COC(=O)c2cn(-c3ccccc3)nc2-c2ccccc2)cc1[N+](=O)[O-]	2%	-8%	?	-27%	-9%	0%	?
COc1cccc(OC)c1NC(=O)C1CCCN1C(=O)Nc1cccc(Cl)c1 (stereo not drawn)	-6%	14%	12	-2%	-12%	8%	-5%
CCCn1c(SCC(=O)Nc2ccc(OC)cc2)nnc1-c1ccncc1	6%	2%	-29	-2%	1%	1%	15%
COc1ccc2nc3n(c(=O)c2c1)-c1cc2ccccc2cc1C(=O)NC3Cc1ccccc1 (stereo not drawn)	2%	3%	-6	.	.	.	.
COc1ccc(Nc2cc(C(=O)NCCCN3CCOCC3)c3ccccc3n2)cc1OC	6%	-9%	57	83%[activator]	-6%	-1%	-18%
C=CCn1c2ccccc2c2n[nH]c(=S)nc21	?	109%[activator]	22	-28%	0%	-29%	-4%
COc1ccc(CCNC(=O)Cn2ncc3c(C)n(Cc4ccccc4F)c(C)c3c2=O)cc1OC	-1%	.	-1	.	2%	.	.
CCCCCn1c(-c2ccco2)nc2nc3ccccc3nc21	9%	9%	-6	86%[activator]	3%	3%	-16%
O=C(COC(=O)c1ccc(O)cc1O)NC1CC1	-3%	0%	-5	-15%	-18%	.	2%
O=c1[nH]ncc(N2CCCCC2)c1Cl	5%	8%	31	-17%	?	1%	-5%
COc1ccc2nc3c(c(-c4ccccc4)c2c1)CCC3	-1%	3%	-6	-6%	-9%	3%	?
CC1CCCN(c2c([N+](=O)[O-])c(=O)oc3ccccc23)C1 (stereo not drawn)	2%	-6%	58	-9%	?	-3%	6%
CC(C)[C@@H]1CC[C@@H](C)C[C@H]1OC(=O)C[n+]1cc(-c2ccc(Cl)cc2)n2c1CCCCC2	0%	-10%	-97*	109%[activator]	-2%	1%	-15%
COc1ccc(CNC(=O)C2CCCN2S(=O)(=O)c2ccc(Cl)cc2)cc1 (stereo not drawn)	-21%	-2%	2	1%	1%	1%	-13%
Cc1cc(C)c(S(=O)(=O)N2CCN(c3ccc([N+](=O)[O-])c(-n4nc(C)cc4C)c3)CC2)c(C)c1	14%	-19%	-1	-7%	-6%	6%	?
CC(Cc1cccs1)NC(=O)Nc1ccccc1 (stereo not drawn)	-4%	-3%	-29	-18%	-12%	2%	-7%
COc1ccc(CCNC(=O)CCn2c(SCC#N)nc3ccccc3c2=O)cc1OC	.	-3%	-8	-7%	-12%	-4%	13µM*
CNC(=O)OCCc1n(C)cc[n+]1C	-4%	19%	5	-28%	-5%	-5%	11%
CCCCCc1cc(=O)oc2c(C(CCN3CCCCC3)c3cc(OC)c(OC)c(OC)c3)c(OC)cc(OC)c12 (stereo not drawn)	-5%	-25%	-11	245%[activator]	-4%	4%	?
CCOC(=O)NN1C(=O)c2ccccc2NC1c1ccc(OC)cc1OC (stereo not drawn)	4%	4%	19	-14%	?	4%	5%
Cc1cccc(-c2nc3c(c(SCC(N)=O)n2)CCCC3)c1	?	3%	15	-14%	?	0%	4%
COc1ccc(NC(=O)C2CCN(S(=O)(=O)c3c(C)noc3/C=C/c3cccs3)CC2)cc1Cl	0%	.	6	.	3%	.	.
Cc1ccc(C(C(=O)NC(C)(C)C)N(Cc2ccco2)C(=O)Cn2nnc(-c3cccs3)n2)cc1 (stereo not drawn)	5%	25%	-37	-24%	-1%	2%	?
CC(C)NC(=O)Cn1c(SCC(=O)NC2CCCC2)nc2ccccc21	0%	6%	-12	-4%	-13%	-1%	6%
Clc1ccc(CSc2nnc(-c3c[nH]c4ccccc34)o2)cc1	2%	31%	?	-19%	?	4%	?
CC(C)c1cc(C(N)=O)c(NC(=O)c2cccc(COc3ccc(Br)cc3)c2)s1	-2%	-2%	97	-29%	7%	2%	10µM*
O=C(N/C(=C\c1cccc([N+](=O)[O-])c1)C(=O)N1CCOCC1)c1ccco1	-2%	-2%	-22	-5%	?	-1%	1%
CCCCc1ccc(NC(=S)N2CCN(c3ncccn3)CC2)cc1	-1%	3%	-6	-11%	-1%	5%	?

# (next part)
SMILES	TbPYK inhibitor	AMA1 RON2 block	HCMV inh	AmpC no deterg	AmpC detergent	LmPK inhibitor	HCV inhibitor
COc1ccc(CCNC(=O)Cc2ccc(NC(=O)N3CCSc4ncccc43)cc2)cc1OC	4%[15.4 µM]	.	0	.	17%	.	.
Cc1ccccc1NC(=S)N(CCCN1CCOCC1)Cc1cccs1	3%	12%	-31	1%	-7%	1%	4%
O=C(OCC12CC3CC(CC(C3)C1)C2)c1ccc(NCc2cc(O)ccc2O)cc1	?	-8%	-77*	.	.	.	1.6µM*
CC1OC(Oc2c(-c3cc(O)c(O)c(O)c3)oc3cc(O)cc(O)c3c2=O)C(O)C(O)C1O (stereo not drawn)	-24%	-1%	?	-46%	4%	9%	6%
O=S(=O)(NCc1cccnc1)c1cccc2cccnc12	2%	3%	-13	-10%	-7%	-12%	9%

# Full records as entered above. Order of values: TbPYK inhibitor	AMA1 RON2 block	HCMV inh	AmpC no deterg	AmpC detergent	LmPK inhibitor	HCV inhibitor
# `CC1OC(Oc2c(-c3cc(O)c(O)c(O)c3)oc3cc(O)cc(O)c3c2=O)C(O)C(O)C1O` (stereo not drawn) across the screens: -24%	-1%	?	-46%	4%	9%	6%
# `COc1ccc(CCNC(=O)Cc2ccc(NC(=O)N3CCSc4ncccc43)cc2)cc1OC` across the screens: 4%[15.4 µM]	.	0	.	17%	.	.
# `O=S(=O)(NCc1cccnc1)c1cccc2cccnc12` across the screens: 2%	3%	-13	-10%	-7%	-12%	9%

# Assay outcomes (PubChem)
